Screens from PubChem.
yeast mlh1 rad18: NCI yeast anticancer drug screen, S. cerevisiae mlh1 rad18 strain; % growth inhibition at 50 µM; actives 11% (n = 79,000);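 also: 0% = growth of vehicle-only cultures of the same strain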
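A repair-deficient yeast strain is exposed to test compound, and growth is scored relative to vehicle-treated controls.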
yeast cln2 rad14: NCI yeast anticancer drug screen, S. cerevisiae cln2 rad14 strain; actives 8.3% (n = 78,000); growth inhibition, % at 50 µM;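 also: 0% = growth of vehicle-only cultures of the same strain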
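Readout is yeast growth inhibition versus vehicle-treated controls, using a strain with cln2 and rad14 alterations exposed to compound.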
yeast rad50: NCI yeast anticancer drug screen, S. cerevisiae rad50 strain. growth inhibition, % at 50 µM. actives 10% (n = 79,000);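 also: 0% = growth of vehicle-only cultures of the same strain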
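Yeast carrying a defined DNA repair defect were exposed to test compounds, and growth was compared with vehicle-treated controls to give percent inhibition.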
yeast sgs1 mgt1: NCI yeast anticancer drug screen, S. cerevisiae sgs1 mgt1 strain; actives 10% (n = 78,000); AID 161, 2004; % growth inhibition at 50 µM;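 also: 0% = growth of vehicle-only cultures of the same strain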
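This yeast growth screen uses a strain with defined DNA-repair lesions; compound-treated growth is compared with vehicle-treated growth.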
mec2-1: NCI yeast anticancer drug screen, S. cerevisiae mec2-1 strain; AID 157, 2004; growth inhibition, % at 50 µM; actives 9% (n = 79,000);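 also: 0% = growth of vehicle-only cultures of the same strain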
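Growth inhibition is read against vehicle-treated controls after compound exposure of the mec2-1 yeast strain, which is defective in DNA damage repair or cell cycle control.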
bub3: NCI yeast anticancer drug screen, S. cerevisiae bub3 mutant strain | growth inhibition, % at 50 µM | actives 9.9% (n = 78,000) | AID 167, 2004;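 also: 0% = growth of vehicle-only cultures of the same strain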
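In this screen, a yeast mutant lacking normal mitotic checkpoint function is challenged with compound. Relative growth versus vehicle gives the inhibition value.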
* marks the source's active call; other numbers are inactive results; & = joins results of further samples. Rule as the data show it: active = growth inhibition above about 70%; inactive = the rest. Rows were taken by chance. Share with any hit: about 14%.

Compound	yeast mlh1 rad18	yeast cln2 rad14	yeast rad50	yeast sgs1 mgt1	mec2-1	bub3
O=C1CCC(c2nc3ccccc3[nH]2)N1Cc1csc(-c2ccccc2)n1 (stereo not drawn)	-12	-26	-18	-10	-18	-2
CCOC(=O)c1[nH]c(Br)c(-c2ccc(Br)cc2)c1Br	50	1	29	19	11	31
CS(=O)(=O)OC1CC(Cl)CO1 (stereo not drawn)	-8	-11	-3	-7	-4	3
CC1(C)N=c2cc3c(cc2N1c1ccc(Cl)cc1)=Nc1ccccc1N3c1ccc(Cl)cc1	96*	95*	96*	97*	94*	94*
N#CC(NCCc1ccccc1)c1ccc(C(C#N)NCCc2ccccc2)cc1 (stereo not drawn)	-20	12	12	-1	10	8
NCCCNCCS	17	18	20	23	2	2
CC(C)OC(=O)Nc1cccnc1	-19	-44	-10	6	-13	2
NC(=O)N/N=C(\c1ccccc1)C1CCCCc2ccccc21 (stereo not drawn)	48	10	48	33	21	43
O=C(/C=C/c1ccccc1)c1ccccc1	-22&14	-36&-41	-30&-2	-19&-9	-6&10	2&22
CCOc1ccc2c(N=[N+]=[N-])cc(C)nc2c1	5	-68	-46	-18	-11	5
Nc1ccc(-c2csc(Nc3ccnc4cc(Cl)ccc34)n2)cc1	8	-8	-2	4	-5	19
Cn1c(=O)c2[nH]c(C(=O)O)nc2n(C)c1=O	10	9	17	6	-2	-8
O=C1C(=Nc2ccccc2)Oc2cc(O)ccc21	10	31	10	0	-1	8
Nc1nc(N)nc(-c2cc(Br)c(N)c(Br)c2)n1	-8	35	-3	1	-7	3
CS(=O)(=O)OCC1(Br)CC1(c1ccccc1)c1ccccc1 (stereo not drawn)	60	54	44	69	19	-23
N#CC(NCc1ccccc1)C(O)c1ccccc1 (stereo not drawn)	12	17	18	2	11	9
CCCCN(CCCC)CC(O)Cc1cc2ccccc2c2ccccc12 (stereo not drawn)	98*	63	91*	99*	49	94*
CC(=O)NC(C(=O)Nc1ccccc1)=C(C)C	1	-12	-7	-12	-8	5
CCOC(=O)C(=C/C=C/NCCc1c[nH]c2ccccc12)C(=O)OCC	-26	-10	-23	-21	-44	-15
CC(=O)OC1CCOCCC1OC(C)=O (stereo not drawn)	-16	2	-8	-4	11	-5
NC(CCCO)C(=O)O (stereo not drawn)	-26	9	-21	-24	-7	-27
O=C(CSc1nc2ccccc2c2ccccc12)c1ccccc1	13	-52	9	-4	-42	-43
O=c1[nH]cnc2ccc3cn[nH]c3c12	-5	-39	-1	-6	-5	-6
CC1=NCC[N+]1(CCc1ccccc1)Cc1ccccc1 (stereo not drawn)	-12	-27	3	-20	-5	-35
Cc1cc(=O)c2c(=O)n(-c3ccccc3)[nH]c2[nH]1	-6	-27	-35	-11	-13	-13
C=CCC(OC(C)=O)c1ccc(C(C)C)cc1 (stereo not drawn)	5	-55	4	-23	1	0
COc1cc2cc(OC(C)=O)c3cc4c(cc3c2c(OC)c1OC)OCO4	-25	-5	-18	-16	-11	-22
CCS1=C2C(=O)CC(C)(C)CC2=Nc2ccccc21 (stereo not drawn)	-31	-8	7	19	0	18
N#C/C(=C\C1CCC2OCOC2C1)C1CCC([N+](=O)[O-])CC1 (stereo not drawn)	18	-3	17	18	16	43
O=C(CC(C(=O)c1cccs1)c1cccs1)c1ccccc1Cl (stereo not drawn)	-8	-11	-10	-13	-28	-4
O=C1c2ccccc2C(=O)N1OCc1ccccc1	-33	3	-18	-14	-31	-20
CCCC1OCC(CC)([N+](=O)[O-])CO1 (stereo not drawn)	-6	9	20	18	16	-1
NC(=O)N/N=C(/Cc1nc2ccc(C(=O)c3ccccc3)cc2[nH]c1=O)C(=O)Nc1ccc(C(F)(F)F)cc1[N+](=O)[O-]	5	1	-8	-8	7	-34
O=C(Nc1cccc(F)c1)c1ccccc1	21	10	9	1	-14	-14
C1C2OC2C2C1C1CC2C2OC12 (stereo not drawn)	0	19	8	-3	-13	-13
CCC/C(Cl)=N/OC(=O)Nc1cccc(F)c1	42	17	-3	91*	-7	45
CCCC(=O)n1[nH]c(=O)n(C(C)(C)C)c1=O	-23	6	2	15	-8	8
N#CNc1nc(C(=O)Nc2ccc(Cl)cc2)cc(-c2ccccc2)n1	-34	-5	-17	-24	-18	-33
O=[N+]([O-])c1ccc(S(=O)(=O)Cc2ccccc2)c2nonc12	98*	96*	99*	99*	99*	98*
COCCCOC(=O)NCCCCC(N)C(=O)O (stereo not drawn)	-13	22	-11	-15	-10	-8
COC(=O)CC1(O)c2cc(OC)c3cccc(OC)c3c2CCC1(C)C(=O)OC (stereo not drawn)	95*	96*	93*	95*	89*	88*
[CH3][Ge]([CH3])([CH3])/[C](=[C](\c1ccccc1)[Ge]([CH3])([CH3])[CH3])c1ccccc1	10	10	40	10	-4	-2
COC(=O)c1sc2c(=O)c(C(=O)OC)c(C(=O)OC)sc2c(=O)c1C(=O)OC	39	-1	23	54	27	51
CCCCCCCCCCCCSCC(=O)O	-26	-83	-17	14	11	39
Cc1cc(I)nc2ccccc12	49	-18	68	59	21	27
CCCCCCCCCCCC(=O)OCC1OC(n2cc(F)c(=O)[nH]c2=O)C(NC(=O)OCc2ccccc2)C(OC(=O)CCCCCCCCCCC)C1O (stereo not drawn)	38	45	29	20	44	31
COc1ccc(-c2cn(-c3ccccc3)c3ncnc(N)c23)cc1	18	34	24	80*	12	-15
COc1ccc(C(=O)Nc2ccc(Cl)cc2)cc1	-23	44	4	6	2	-9
CS(=O)(=O)c1ccc(C=O)cc1	8	-4	13	2	6	-1
COCc1cccc2ccnc(COC)c12	5	9	-8	6	2	-8

Retrieved by compound from the list above (4):
Compound	yeast mlh1 rad18	yeast cln2 rad14	yeast rad50	yeast sgs1 mgt1	mec2-1	bub3
O=C(CC(C(=O)c1cccs1)c1cccs1)c1ccccc1Cl (stereo not drawn)	-8	-11	-10	-13	-28	-4
O=C1CCC(c2nc3ccccc3[nH]2)N1Cc1csc(-c2ccccc2)n1 (stereo not drawn)	-12	-26	-18	-10	-18	-2
N#CNc1nc(C(=O)Nc2ccc(Cl)cc2)cc(-c2ccccc2)n1	-34	-5	-17	-24	-18	-33
Cc1cc(I)nc2ccccc12	49	-18	68	59	21	27

Next section
Compound	yeast mlh1 rad18	yeast cln2 rad14	yeast rad50	yeast sgs1 mgt1	mec2-1	bub3
C=C(Cl)CNCC	-7	3	-16	-14	-2	6
Cc1cc(C)n2c(nc3ccccc32)c1C#N	-8	-20	17	-23	19	-21
C1CC2CC1C13OC1C1(CC1)C1OC213 (stereo not drawn)	-45	-28	-4	-41	12	-20
COc1cccc(N(CN2CC=CC2=O)C(C)=O)c1	-44	19	-2	11	6	-17
CCC(C1=CCCCC1)c1nc2c([nH]1)c(=O)n(C)c(=O)n2C (stereo not drawn)	46	9	8	24	8	18
O=C1NN2CCCN=C2c2ncccc21	21	17	15	8	2	3
CCOC(=O)/C(=C\c1cccc(OC)c1)C(C)=O	88*	84*	90*	90*	92*	88*
O=CN(CCO)CCO	-4	11	-2	-4	1	7
O=C(CCCCl)Nc1cc2ccccc2oc1=O	-9	3	-2	7	8	3
O=[N+]([O-])c1ccc(C2SCc3nc4ccccc4n32)cc1 (stereo not drawn)	-3	15	3	49	-14	23
O=C(CCC1CCCCC1)OCCCl	44	16	48	21	18	31
NC(=O)C(F)(F)c1ccccc1	10	10	2	15	-13	21
COC(=O)C1(Cc2ccc(C)cc2)Cc2c(C)cccc2C1=O (stereo not drawn)	54	56	70*	76*	40	75*
C=C1C(O)C2(O)OCC34C(CC5C(C)=CC(=O)C(O)C5(C)C23)OC(=O)C(OC(=O)C/C=C(\C)CCCCC)C14 (stereo not drawn)	92*	92*	92*	93*	93*	91*
Cc1ccc2c(C3Cc4ccccc4N3C(=O)/C=C\C(=O)O)c(C)[nH]c2c1 (stereo not drawn)	89*	90*	87*	93*	89*	91*
CCN(CC)C(N)=Nc1cc2ccccc2c2ccccc12	5	-46	-16	-17	-23	9
O=C(Nc1ccc(Cl)cc1)Nc1nnc2nc(C(C(=O)c3ccc(O)cc3O)c3nc4nnc(NC(=O)Nc5ccc(Cl)cc5)n4[nH]c3=O)c(=O)[nH]n12	12	61	26	44	40	15
CCOc1ccccc1/C=C1\NC(=O)N(/C=C2\C(=O)Oc3ccccc3C2=O)C1=O	95*	88*	94*	97*	94*	95*
OC(CCl)Cc1ccccc1 (stereo not drawn)	1	-24	-5	-11	4	5
Cc1c([N+](=O)[O-])cc(N)cc1S(=O)(=O)O	-14	-15	-38	-24	-19	-6
O=C(NCc1ccccc1)c1ccc([N+](=O)[O-])cc1	12	-44	-7	10	14	23
COc1ccc(C2c3cc4c(cc3OC(N3CCCC3)C2C)OCO4)c(OC)c1 (stereo not drawn)	94*	71*	95*	88*	94*	88*
Nc1nc(NCc2ccccc2)cc(=O)[nH]1	-3	0	3	-5	-21	-21
CC1CC(C2=CC=CCS2)=Nc2ccccc2S1 (stereo not drawn)	19	20	-8	34	-16	5
Cc1c(C)[n+](=O)c2ccccc2n1[O-]	6&5	-2&-21	7&16	4&-8	-4&-19	-4&-18

A second format for part of the listing above:
The line under a structure holds: yeast mlh1 rad18 | yeast cln2 rad14 | yeast rad50 | yeast sgs1 mgt1 | mec2-1 | bub3
> O=C(CCCCl)Nc1cc2ccccc2oc1=O
    -9 | 3 | -2 | 7 | 8 | 3
> CCN(CC)C(N)=Nc1cc2ccccc2c2ccccc12
    5 | -46 | -16 | -17 | -23 | 9
> CC1CC(C2=CC=CCS2)=Nc2ccccc2S1 (stereo not drawn)
    19 | 20 | -8 | 34 | -16 | 5

Complete entries, looked up by structure.
O=C(Nc1cccc(F)c1)c1ccccc1 is entered as yeast mlh1 rad18 = 21; yeast cln2 rad14 = 10; yeast rad50 = 9; yeast sgs1 mgt1 = 1; mec2-1 = -14; bub3 = -14
C=CCC(OC(C)=O)c1ccc(C(C)C)cc1 (stereo not drawn) is entered as yeast mlh1 rad18 = 5; yeast cln2 rad14 = -55; yeast rad50 = 4; yeast sgs1 mgt1 = -23; mec2-1 = 1; bub3 = 0

Later entries:
Compound	yeast mlh1 rad18	yeast cln2 rad14	yeast rad50	yeast sgs1 mgt1	mec2-1	bub3
O=C1NC(c2ccccc2)C(=O)NC1c1ccccc1 (stereo not drawn)	5	6	-1	-12	-7	2
COC(=O)C[C@](O)(CCCC(C)(C)O)C(=O)O[C@@H]1C(OC)=C[C@]23CCCN2CCc2cc4c(cc2[C@H]13)OCO4	42	41	51	43	35	43
CC(=O)C1(Cc2cccc3ccccc23)S(=O)(=O)OCCOS1(=O)=O	-32	-20	-32	-57	-20	-28
OCCCC(O)CCC(O)CCC1CCCO1 (stereo not drawn)	-2	-11	13	6	-1	4
CCCCNCC#N	4	7	20	-1	-11	5
Nc1ccc2c(c1)C(=O)c1c(F)cccc1-2	84*	22	90*	16	39	9
S=C(NC(=S)Nc1ccc(Cl)cc1)Nc1ccc(Cl)cc1	79*	51	68	72*	62	78*
COc1ccc(N=C(C)c2ccncc2)cc1	-10	-7	-23	-53	-21	2
C=CCC(NC(=O)Cc1ccccc1)(C(=O)OCC)C(=O)OCC	-17	-19	9	2	1	-1
Nc1ccccc1[S][Sn]([c]1ccccc1)([c]1ccccc1)[c]1ccccc1	98*	98*	98*	98*	98*	98*
CCCCCCCCCCCC(=O)NCCc1ccc(O)c(O)c1	98*	94*	97*	98*	99*	96*
CC1CN=C(N(C(=O)Nc2ccccc2)c2ccc(Cl)c(Cl)c2)S1 (stereo not drawn)	-9	17	-22	-34	-1	30
C=CCCCC12CCCc3cccc(c31)NC2=S (stereo not drawn)	-4	-5	-1	7	-10	23
CC1(C)CCC2(C(=O)OC3OC(CO)C(O)C(O)C3O)CCC3(CO)C(=CCC4C5(C)CC(O)C(O)C(C)(C(=O)OC6OC(CO)C(O)C(O)C6O)C5CCC43C)C2C1 (stereo not drawn)	-92	23	2	18	4	19
CC(C)c1cccc(C(C)(C)C)n1	11	-4	16	-3	30	0
CCCCCCC(O)C[N+](=O)[O-] (stereo not drawn)	-4	-5	0	-12	-29	-3
Cn1c(=O)c2[nH]c(N(CCO)N=O)nc2n(C)c1=O	-26	-7	-9	-4	-8	13
NC(=O)Nc1cccc(C(=O)O)c1C(=O)O	-28	-34	-29	-18	-13	-13
CCC(/C=N\O)CC	17	-4	-13	11	3	-3
Cc1ccccc1N=Nc1ccc(N=Nc2ccc(N)c3ccccc23)c(C)c1	-20	18	-3	17	-1	-2
